Screening results deposited in PubChem BioAssay by National Center for Advancing Translational Sciences (NCATS).
VP16 counter: inhibits Gal4-VP16 luciferase reporter, ROR gamma counter-screen; Drosophila S2 Gal4-VP16 UAS-luciferase, luminescence, 20 h; Potency, µM (series often up to 53.6 µM), without a hit: top-dose activity, negative = inhibition, usual class: inhibitors; 310,000 compounds, 3.5% hits; AID 2546;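 also: Gal4-VP16 expression switched on by copper sulfate through the metallothionein promoter; % is scaled to controls: 0 for no effect and ±100 for the full control effect; nearly all actives have a fitted effect of over 50% in size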
MLL CXXC-DNA inh: MLL CXXC-DNA interaction inhibition. 290,000 compounds, 0.037% hits. AID 2662. Potency, µM (titrated, usually from 115 µM), inactives show at the top dose activity change, negative = inhibition, usual class: inhibitors. Q03164. MLL-CXXC / FITC-HOXA9 DNA fluorescence polarization; active = well fitted inhibition curve with a large enough effect in the polarisation, with a control signal flat, not every such curve was filed as active; inconclusive = small, poorly fitted or top-dose-only effect, or effect the other way, or a change in a side signal; inactive = no such curve, though single readings can be large or run the other way; the % refers to the polarisation
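Fluorescence polarization: 7 uM MLL-CXXC (stock) preincubated 5 min with compounds, then 50 nM fluorescein-HOX-A9 DNA (stock) added; 30 min ambient. Buffer 50 mM Tris-HCl pH 7.5, 50 mM NaCl, 1 mM DTT, 0.05% BSA.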
uPA surface inh: cell surface uPA generation inhibition; cell surface uPA generation assay, qHTS; Potency, µM (series often up to 38.3 µM), for inactives: top-dose activity change, negative = inhibition, hits mostly inhibitors; 330,000 compounds, 0.31% hits; active = well fitted inhibition curve with a large enough effect; inconclusive = small, poorly fitted or top-dose-only effect; inactive = no such curve, though single readings can be large or run the other way; tested in mouse RAW 264.7 cells; also: % is scaled to controls: 0 for no effect and ±100 for the full control effect; nearly all actives have a fitted effect of over 55% in size
BRCA1 expr act: increases BRCA1 expression. MCF7-BRCA1-FFLuc reporter, luminescence, 48 h; response scale: scaled: vehicle 0%, 10 µM genistein 100%. Potency, µM (highest dose often 46.1 µM), for inactives: at the highest dose activation, hits mostly activators. 380,000 compounds, 1.1% hits; also: nearly all actives have a fitted effect of over 80% in size; some results filed as inactive show a strong effect at the top dose
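MCF7-BRCA1-FFLuc, 2000 cells/well; 2 h attach, 37 °C/5% CO2; compound 48 h; luciferase substrate 15 min; luminescence end-point. Norm. to genistein 10 microM max activation and DMSO; concentration-response curves fitted.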
NPC1 promoter act: activators of NPC1 promoter; 320,000 compounds, 2.4% hits; Potency, µM (titrated, usually from 9.22 µM), for inactives: at the highest dose activation, hits mostly activators; Huh7 NPC1 promoter luciferase reporter, 24 h;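 also: % of control where 0% means no effect; nearly all actives have a fitted effect of over 60% in size; reporter is driven by a mutant NPC1 promoter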
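Stable NPC1-promoter luciferase Huh7 line; cpd (DMSO) 24 h, 37 °C, 5% CO2; Amplite luciferase reagent 10 min RT; luminescence readout. qHTS format.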
ELG1 genotoxic: induces genotoxicity in HEK293T cells with luciferase-tagged ELG1 | HEK293T ELG1-luciferase reporter, luminescence, 16 h | Potency, µM (titrated, usually from 46 µM), for the others: at the highest dose activity change, positive = activation, most hits filed as activators | 330,000 compounds, 1.3% hits | AID 504466; also: % of control where 0% means no effect; nearly all actives have a fitted effect of over 60% in size
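ELG1-luciferase HEK293T cells, 2,000/well; compound pinned in; 16 hr, 37 °C, 5% CO2; ONE-Glo, 30 min RT; luminescence on CCD imager.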
Rab9 promoter act: activators of Rab9 promoter. Huh7 Rab9 promoter-luciferase reporter, luminescence, 24 h. Potency, µM (series often up to 9.22 µM), inactives show at the highest dose activation, negative = inhibition, usual class: activators. 320,000 compounds, 2.8% hits. AID 485297; also: % of control where 0% means no effect; nearly all actives have a fitted effect of over 60% in size
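Huh7 cells stably carrying Rab9 promoter–luciferase reporter, plated 1500 cells/well, compound added after 2 h and incubated 24 h at 37 °C; luciferase luminescence then read after 10 min with detection reagent.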
MBNL1 CUG block: blocks human MBNL1 binding to CUG repeat RNA; Potency, µM (top dose mostly 57.5 µM), for inactives: at the highest dose activity change, negative = inhibition, actives largely listed as inhibitors; AID 2675; 280,000 compounds, 0.036% hits; Q9NR56; TR-FRET MBNL1-His/biotin-(CUG)12 binding, 665/545 ratio; active = well fitted inhibition curve with a large enough effect in the signal ratio, with a control signal flat, not every such curve was filed as active; inconclusive = small, poorly fitted or top-dose-only effect, or effect the other way, or a change in a side signal; inactive = no such curve, though single readings can be large or run the other way; the % refers to the signal ratio; also: % is scaled to controls: 0 for no effect and ±100 for the full control effect
Target sequence (Q9NR56 whole entry, looked up): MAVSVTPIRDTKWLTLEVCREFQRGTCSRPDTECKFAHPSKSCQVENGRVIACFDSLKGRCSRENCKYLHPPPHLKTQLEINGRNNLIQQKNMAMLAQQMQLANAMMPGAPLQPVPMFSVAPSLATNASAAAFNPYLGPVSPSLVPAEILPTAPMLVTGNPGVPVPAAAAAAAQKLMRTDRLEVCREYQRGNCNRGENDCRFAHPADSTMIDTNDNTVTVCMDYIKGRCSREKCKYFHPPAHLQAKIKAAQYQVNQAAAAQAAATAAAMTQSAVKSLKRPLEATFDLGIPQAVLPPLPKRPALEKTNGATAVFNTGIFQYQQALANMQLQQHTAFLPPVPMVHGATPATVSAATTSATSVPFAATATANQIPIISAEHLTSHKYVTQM
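Inhibition of protein-RNA binding appears as loss of TR-FRET between terbium anti-His antibody on MBNL1-His and streptavidin-XL665 on biotin-(CUG)12. Activity is normalized to buffer-only and uninhibited-complex controls.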
p53 reactivator: restores transcriptional activity of mutant p53. AID 504706. 320,000 compounds, 0.063% hits. Potency, µM (series often up to 92.2 µM), for the others: at the highest dose activity change, positive = activation, most hits filed as activators. H1299 p53-A138V BP100-luciferase reporter, luminescence, 24 h; also: % of control where 0% means no effect; nearly all actives have a fitted effect of over 45% in size
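H1299 (p53-null), stable ts p53-A138V + BP100-Luc; 1000 cells/well, Opti-MEM/10% FBS; cpd 4 pt, 1:5; 24 h, 37 deg C, 5% CO2; detection reagent 10 min RT; luminescence.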
RORgamma inh: ROR gamma (mouse) transcription inhibition; Drosophila S2 Gal4-RORgamma UAS-luciferase reporter, 20 h; Potency, µM (series often up to 53.6 µM), inactives show top-dose activity change, negative = inhibition, most hits filed as inhibitors; 310,000 compounds, 5.4% hits; AID 2551; also: % is scaled to controls: 0 for no effect and ±100 for the full control effect; nearly all actives have a fitted effect of over 60% in size
Target sequence (P51450 whole entry, looked up, the tested form may be a part): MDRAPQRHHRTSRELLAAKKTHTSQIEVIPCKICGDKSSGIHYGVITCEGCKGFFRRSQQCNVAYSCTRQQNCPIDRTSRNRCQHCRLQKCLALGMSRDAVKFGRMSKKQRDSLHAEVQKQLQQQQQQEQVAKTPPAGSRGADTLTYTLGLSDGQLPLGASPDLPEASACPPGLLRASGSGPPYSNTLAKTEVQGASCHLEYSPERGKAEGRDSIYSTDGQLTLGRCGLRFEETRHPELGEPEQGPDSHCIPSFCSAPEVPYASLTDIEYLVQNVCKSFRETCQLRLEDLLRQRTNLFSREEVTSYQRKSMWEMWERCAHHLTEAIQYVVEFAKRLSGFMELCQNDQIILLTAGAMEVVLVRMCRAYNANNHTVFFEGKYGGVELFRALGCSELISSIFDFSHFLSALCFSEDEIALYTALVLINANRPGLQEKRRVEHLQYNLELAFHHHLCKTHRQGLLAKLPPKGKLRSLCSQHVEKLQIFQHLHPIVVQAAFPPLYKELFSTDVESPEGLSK
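In this cell-based reporter format, copper sulfate (700 uM final) drives Gal4–ROR gamma fusion expression from a metallothionein promoter in Drosophila Schneider cells; compounds preincubated 1 hr, reporter read after 20 hr at ambient temperature.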
FLuc counter: counter-screen for miR-21 project: firefly luciferase inhibitors or activators; P08659; purified FLuc, Km substrates, luminescence inhibition; Potency, µM (top dose mostly 57.5 µM), inactives show top-dose activity change, negative = inhibition, hits mostly inhibitors; 360,000 compounds, 6.9% hits; AID 588342;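 also: plate controls were vehicle for no effect and reference inhibitor for full effect; nearly all actives have a fitted effect of over 55% in size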
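Biochemical qHTS of compounds, final roughly 60 µM downward over six points, against 10 nM purified firefly luciferase using Km concentrations of substrates (10 uM D-luciferin, 10 uM ATP) in Tris acetate pH 7.5 buffer; luminescence output.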
Starred values were filed as active, the others as inactive; ? = inconclusive; · = not tested or not shown; & = joins results of further samples; [ ] = dose if it differs, or a comment. Unless noted, calls follow the shape of the dose curve; as a rule, active = well fitted curve in the direction sought with a large enough effect; inconclusive = small, poorly fitted or top-dose-only effect, or another doubt; inactive = no such curve, though single readings can be large; an effect the other way counts as inactive or inconclusive. Potency is read from the fitted curve at half-maximal effect. This is a subset, so the mix of outcomes need not match the whole.

SMILES	VP16 counter	MLL CXXC-DNA inh	uPA surface inh	BRCA1 expr act	NPC1 promoter act	ELG1 genotoxic	Rab9 promoter act	MBNL1 CUG block	p53 reactivator	RORgamma inh	FLuc counter
COc1cc(OC)cc(C(=O)NNC(=O)CN2C(=O)NC(C)(c3ccc(C)cc3)C2=O)c1 (stereo not given)	·	·	6%	1%	-3%	-1%	1%	·	2%	·	4%
O=C(COc1ccc(Cl)cc1Br)N1CCN(c2ncccn2)CC1	·	·	-12%	-13%	2%	3%	-3%	·	-4%	·	-20%
COc1ccc(-n2c(SCC(=O)Nc3ccc4c(c3)OCO4)nnc2C(C)N2CCCCC2)cc1 (stereo not given)	0%	4%	5%	1%	0%	-5%	-1%	-1%	4%	39%	-2%
Cc1ccccc1-n1c(SC(C)C(N)=O)nnc1-c1cccnc1 (stereo not given)	-5%	5%	11%	7%	-1%	4%	1%	3%	2%	-20%	6%
CCCCN(Cc1ccccc1)C(=O)C1CCN(S(=O)(=O)c2c(C)noc2C)CC1	-2%	5%	-19%	1%	0%	0%	-1%	-6%	-2%	19%	0%
COc1cc([N+](=O)[O-])ccc1NC(=S)NNC(=O)CCC(=O)Nc1ccccc1Cl	-6%	0%	1%	13%	?	9.2µM*	?	-4%	20%	18%	?
COC(=O)c1ccc(CN2C(=O)NC3(CCC(C)CC3)C2=O)cc1 (stereo not given)	-10%	1%	-8%	?	13%	8%	26%	-5%	-2%	19%	-5%
COc1ccc(OC)c(NC(=O)c2cccc(NC(=O)c3ccccc3C(=O)O)c2)c1	-2%	6%	0%	-26%	2%	-3%	1%	3%	2%	-8%	-5%
C[C@H](NC(=O)[C@H](Cc1ccccc1)NC(=O)c1cc2cc(Cl)ccc2n1C)C(=O)O	-2%	9%	0%	-4%	-5%	-1%	-6%	0%	-3%	26%	5%
CC(=O)Nc1ccc(NC(=O)c2c(C)nn(-c3ccccc3)c2Cl)cc1C	-14%	-10%	1%	0%	-5%	0%	-12%	-6%	0%	5%	-4%
O=C(Cn1cnc2c(nnn2Cc2ccc(Cl)cc2)c1=O)NC1CCCC1	-6%	-14%	·	0%	-1%	1%	0%	-4%	-20%	1%	4%
CN(Cc1c(C(=O)N/N=C/c2ccc(F)cc2)nnn1-c1nonc1N)C1CCCCC1	-4%	-7%	4%	1%	-1%	1%	3%	3%	-7%	-26%	2%
O=C(COc1ccc2ccccc2c1)Nc1nnc(-c2ccco2)s1	-3%	15%	3%	1%	3%	3%	1%	29%	4%	1%	4%
CCc1cc2cc(C)cc(C)c2[nH]c1=S	-20%	?	1%	-21%	0%	7%	0%	11%	3%	7.1µM*	?
CN(c1ccccc1)S(=O)(=O)c1cccc(C(=O)Nc2ncn[nH]2)c1	?	-12%	-4%	2%	-5%	-1%	-2%	4%	-2%	8.9µM*	-2%
Cc1onc(-c2ccccc2Cl)c1C(=O)Nc1ccc(-n2nncc2C(C)(C)C)cc1	-7%	-4%	9%	-7%	-5%	-7%	0%	-2%	16%	15%	0%
NC(=O)C[C@@H]1NC(=O)c2cc([N+](=O)[O-])cc(F)c2NCCCC[C@@H](C(N)=O)NC(=O)[C@H](CO)NC1=O	7%	-10%	·	·	-2%	1%	-2%	?	-6%	-13%	1%
O=[N+]([O-])c1nn(-c2ccc3c(c2)OCCO3)n(O)c1=NCc1ccccc1Cl	0%	?	4%	?	?	?	?	?	?	-16%	6µM*
Cc1nc(C)c(C(=O)NCc2ccccc2Cl)o1	?	5%	·	-51%	-8%	1%	-4%	5%	-3%	?	-8%
CN(C)c1cccc(C(=O)N2CCCC(C(=O)c3cc(F)ccc3F)C2)c1 (stereo not given)	-1%	-16%	-5%	-15%	0%	-2%	0%	6%	-2%	14%	-2%
C/C(CCCO)=N/Nc1ccc([N+](=O)[O-])cc1[N+](=O)[O-]	6%	-5%	?	-21%	-2%	0%	0%	·	9%	6%	1%
CN(CCO)c1c2c(nc3cc(-c4cccc(F)c4)nn13)CCCC2	-6%	1%	1%	-38%	3.5µM*	?	3.5µM*	-10%	?	28%	24µM*
CCOC(=O)N1CCN(C(=O)c2cn(-c3ccc(C)c(C)c3)c(=O)c3ccccc23)CC1	-1%	3%	-1%	0%	0%	-5%	-2%	7%	-4%	-15%	-1%
O=C(NCC1CCCCC1)c1ccc(Br)o1	·	0%	-2%	35%	0%	0%	7%	-5%	·	·	-15%
Cc1noc(C)c1CSCc1ccc(Cl)cc1	7%	1%	2%	21%	-1%	0%	1%	7%	-2%	4%	0%

(list continues)
SMILES	VP16 counter	MLL CXXC-DNA inh	uPA surface inh	BRCA1 expr act	NPC1 promoter act	ELG1 genotoxic	Rab9 promoter act	MBNL1 CUG block	p53 reactivator	RORgamma inh	FLuc counter
O=C(Cn1cnc2c(nnn2Cc2ccc(F)cc2)c1=O)N1CCCCC1	-1%	-6%	8%	19%	0%	2%	-4%	3%	3%	10%	5%
O=c1cc(NCc2ccccc2)c2ccccc2o1	4%	-3%	-1%	-3%	-3%	-4%	2%	4%	-7%	19%	2%
CC(C)OCCCNC(=O)C(NC(=O)c1ccc(Cl)cc1)C(C)C (stereo not given)	?	-8%	1%	0%	0%	-4%	-5%	-1%	-4%	37%	1%
O=C(Nc1ccccc1C(=O)N1CCOCC1)C1CCCO1 (stereo not given)	7%	0%	6%	2%	2%	1%	-3%	-2%	-5%	22%	0%
COc1ccc(OCc2cc(C(=O)NCC3CCCCO3)no2)c(Cl)c1 (stereo not given)	6%	2%	-17%	13µM*	?	?	4µM*	0%	?	16%	?
CCCc1nn2c(N)c(/C=C3\C=Nc4ccccc43)c(=O)nc2s1	4%&-1%	-17%&1%	1%&0%	40%&-9%	-2%&-3%	1%&3%	2%&-4%	8%&4%	3%&4%	-17%&18%	-16%&0%
COC(=O)c1ccccc1NC(=O)C1CCCCC1C(=O)O (stereo not given)	2%	-1%	·	-7%	-5%	-12%	-2%	2%	-4%	-27%	2%
Cc1ccc(-c2nn(CC(=O)NCCN3CCOCC3)c(=O)c3ccccc23)cc1	-5%	-3%	-9%	-25%	-2%	1%	-4%	-2%	-4%	?	-2%
CCOc1ccc(CCNC(=O)CCCn2c(=O)c3cccn3c3cccnc32)cc1OCC	-3%	17%	-10%	2%	-2%	-3%	-5%	2%	1%	1%	4%&4%
Cc1csc(SCC(=O)Nc2sccc2C#N)n1	?	0%	-6%	?	?	-7%	?	3%	23%	-17%	2.1µM*
CC(C)CC(c1nnnn1Cc1ccccc1)N1CCN(C(=O)c2ccco2)CC1 (stereo not given)	9%	2%	9%	-7%	-4%	-7%	1%	-3%	-4%	0%	2%
COc1ccc(CCC(C)NCc2cccc(Br)c2)cc1 (stereo not given)	-12%	-2%	-22%	4%	-1%	-1%	7%	-4%	10%	2%	-6%
Cc1cccc(NC(=O)c2ccccc2NC(=O)c2ccccc2)n1	7%	55%[activator]	-5%	-24%	2%	-1%	0%	2%	2%	-1%	?
CCOc1ccc(C(C)NC(=O)Nc2ccccc2C(=O)OC)cc1 (stereo not given)	6%	25%	·	-9%	-3%	7%	0%	-2%	-3%	0%	0%
Cc1ccc(NC(=O)CN(C)CC(=O)Nc2c(C)cccc2C)c(Br)c1	-2%	-3%	-3%	-13%	-1%	-11%	-2%	-3%	-6%	?	1%
Cc1ccc(C(=O)N2CCC3(CC2)Oc2ccc(Cl)cc2C(=O)C32CC(c3ccccc3)=NO2)s1 (stereo not given)	-22%	-27%	3%	-8%	-2%	0%	-2%	-6%	-6%	9%	0%
Cc1nc(C(=O)NC2CCOCC2)sc1C1(C)CC(c2ccccc2)=NO1 (stereo not given)	2%	-19%	17%	0%	2%	-1%	2%	1%	2%	-10%	-3%
COc1ccc(/C=N/NC(=O)c2ccc(NC(C)=O)cc2)cc1COc1ccc(F)cc1F	10µM*	7%	4%	-14%	-7%	15%	-6%	4%	-2%	11µM*	4%
COc1cc(CCC(=O)OCC(=O)Nc2cccc(S(=O)(=O)N(C)C)c2)cc(OC)c1OC	-3%	7%	-2%	-28%	9%	4%	-6%	?	8%	6%	-2%
